Nrf2 activator: activates Nrf2 signaling | AREc32 ARE-luciferase reporter (MCF7-derived line), luminescence, 24 h | Potency, µM (series often up to 46.1 µM), without a hit: top-dose activation, usual class: activators | hit rate 0.31% among 410,000 | AID 624171; note: potency is the fitted concentration of half-maximal effect; % of control where 0% means no effect; nearly all actives have a fitted effect of over 65% in size
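AREc32_Fluc, 1000 cells/well, OPTI-MEM + 5% FBS, o/n 37 deg C 5% CO2; 23 nL cpd by pin tool, 24 hr; Steady-Glo 30 min RT, luminescence.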
MCF10A rerep: inducers of DNA re-replication in MCF 10A breast cells; MCF 10A DNA re-replication, Hoechst nuclear intensity, 48 h; Potency, µM (series often up to 46.1 µM), for the others: at the highest dose activity, positive = re-replication, most hits filed as activators; hit rate 2.9% among 350,000; note: potency is the fitted concentration of half-maximal effect; % of control where 0% means no effect; nearly all actives have a fitted effect of over 50% in size
TGFb SMAD3 inh: blocks TGF-b signaling; hit rate 1.2% among 410,000; Potency, µM (series often up to 46.1 µM), without a hit: at the highest dose activity, negative = inhibition, actives largely listed as inhibitors; HepG2 CAGA-GFP TGF-b/SMAD3 reporter, GFP fluorescence, 18 h; TGF-beta stimulated, 500 pg/mL final; note: potency is the fitted concentration of half-maximal effect; % is set by controls: 0 for no effect and ±100 for the full control effect; nearly all actives have a fitted effect of over 65% in size
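Per well, imaged GFP fluorescence of HEPG2 CAGA-GFP cells gives the signal; cells get compound, then TGF-beta (500 pg/mL final), 18 h at 37 degrees C; %Activity versus -TGF-beta and +DMSO controls.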
IL1B secr inh: inhibitors of inflammasome signaling (IL-1 beta secretion). THP-1 LPS/ATP IL-1B secretion, AlphaLISA, 16 h; stronger effect = lower value. activity change, % at 57.5 µM. hit rate 4.7% among 360,000; in the data active = activity change below about -50%; inconclusive = mostly about -30% to -49%; note: % is set by controls: 0 for no effect and ±100 for the full control effect
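THP-1 cells pretreated 1 hr with compounds (up to 57.5 uM final), then stimulated with LPS (250 ng/mL final) plus ATP (1.25 mM final); secreted IL-1B measured by AlphaLISA after 16 hr, decreased signal indicating inhibition.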
S2 tox: viability counter-screen for ATXN expression inhibitors; AID 651635; S2 cells (HEK-293 line with an ATXN2-luciferase reporter) viability, CellTiter-Fluor protease fluorescence, 24 h; Potency, µM (doses to about 56.7 µM), hits mostly cytotoxic; hit rate 0.49% among 400,000; note: potency is the fitted concentration of half-maximal effect; nearly all actives have a fitted effect of over 40% in size
Nrf2 block: blocks Nrf2 signaling; Potency, µM (highest dose often 46 µM), for the others: top-dose activity change, negative = inhibition, actives largely listed as inhibitors; A549 ARE-Fluc reporter, luciferase luminescence, 18-24 h; AID 504444; hit rate 2.1% among 360,000; note: potency is the fitted concentration of half-maximal effect; % is set by controls: 0 for no effect and ±100 for the full control effect; nearly all actives have a fitted effect of over 60% in size
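Quantitative HTS in A549 cells stably bearing an antioxidant response element-firefly luciferase construct. Inhibition of Nrf2-driven transcription was scored by luminescence after 18-24 h of compound exposure at 37 °C.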
ATXN2 expr inh: reduces ATXN2 reporter expression in HEK-293 cells; HEK-293 ATXN2-luciferase reporter, luminescence, 24 h; Potency, µM (highest dose often 57 µM), for the others: at the highest dose activity change, negative = inhibition, most hits filed as inhibitors; hit rate 0.72% among 360,000; note: potency is the fitted concentration of half-maximal effect; % is set by controls: 0 for no effect and ±100 for the full control effect; nearly all actives have a fitted effect of over 55% in size
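qHTS (up to 57 uM final) was run with 24 h compound exposure of reporter cells at 37 °C. Each well was multiplexed: SteadyGlo luminescence measured ATXN2-luciferase expression after a fluorogenic Gly-Phe-AFC viability readout (25 uM final).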
A549 tox: kills or reduces viability of A549 cells in Nrf2 counter-screen | AID 504648 | hit rate 0.16% among 390,000 | Potency, µM (highest dose often 46 µM), for inactives: at the top dose activity change, negative = cytotoxicity, hits mostly inhibitors | A549 ARE-Fluc cells, CellTiter-Fluor viability, 18-24 h; note: potency is the fitted concentration of half-maximal effect; % is set by controls: 0 for no effect and ±100 for the full control effect
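Cytotoxicity counterscreen: CellTiter-Fluor fluorescence was measured in A549 ARE_Fluc cells after 18-24 h of compound exposure in a concentration series. The subsequent BugLite luminescent read reports ARE-luciferase activity.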
HepG2 tox: counter-screen for TGF-b inhibitors: cytotoxicity in HepG2 cells | HepG2 CAGA-GFP viability, ATP luminescence, 18 h | Potency, µM (series often up to 46.1 µM), for the others: at the highest dose activity change, negative = cytotoxicity, actives largely listed as cytotoxic | hit rate 0.76% among 410,000 | AID 588856; note: potency is the fitted concentration of half-maximal effect; some results filed as inactive show a strong effect at the top dose
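CellTiter-Glo luminescence gave cytotoxicity after 18 hours at 37 degrees C. The cells were HepG2 CAGA-GFP in 1% FBS DMEM, stimulated with 500 pg/mL TGF-beta after compound addition. %Activity was normalised to no-cell wells (complete cell-killing) and DMSO (no toxicity), and curves were fitted and classified.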
* marks the source's active call; other numbers are inactive results; i = inactive; ? = inconclusive; . = not tested or not shown; [ ] = another dose, or the depositor's remark. Unless noted, calls come from the whole dose curve; as a rule, active = well fitted curve in the direction sought with a large enough effect; inconclusive = small, poorly fitted or top-dose-only effect, or another doubt; inactive = no such curve, though single readings can be large; an effect the other way counts as inactive or inconclusive. A portion of the library; count on the stated rates, not on these rows.

SMILES	Nrf2 activator	MCF10A rerep	TGFb SMAD3 inh	IL1B secr inh	S2 tox	Nrf2 block	ATXN2 expr inh	A549 tox	HepG2 tox
COc1ccc(C)cc1NC(=O)Cn1c(=O)oc2cc(S(=O)(=O)N3CCCCC3)ccc21	-0.3%	.	-24%	.	i	?	-11%	4%	-34%
COc1ccc(NS(=O)(=O)c2ccc3c(c2)CCCN3C(=O)C2CCC2)cc1OC	-0.2%	.	-13%	.	?	.	?	-9%	-23%
Clc1ccc(Cl)c(Oc2ccc(Oc3nc(Cl)ccc3Cl)cc2)n1	-1.3%	?	28%	-7	i	-8%	-14%	-14%	-1%
O=c1c2ccccc2nc(-c2ccccc2Cl)n1-c1cccc(O)c1	-0.9%	-8%	-13%	-19	i	-4%	9%	-9%	2%
O=C1NCN(c2ccccc2)C12CCN(C(c1ccnc3ccccc13)c1nnnn1Cc1ccccc1)CC2 (centres undefined)	0.2%	.	?	-51*	?	.	-20%	.	-24%
CC[C@H]1CN(C)C[C@@]2(C(=O)OC)Cc3c([nH]c4ccccc34)C(=O)C[C@@H]12	-0.6%	-32%[inhibitor]	-1%	5	i	13%	10%	-4%	7%
CC(O)(CS(=O)(=O)c1ccccc1)C(=O)Nc1ccc(C(F)(F)F)cc1 (centres undefined)	0.1%	-5%	-4%	13	i	.	-18%	8%	-18%
CC#CP(=O)(OCC)C(O)(c1ccccc1)C(F)(F)F (centres undefined)	7.1%	-7%	-4%	-23	i	.	-11%	0%	2%
COc1ccc(CNC(C)Cc2cccs2)cc1 (centres undefined)	0.4%	-2%	-5%	-15	i	-3%	-8%	1%	5%
COc1ccccc1-n1c(O)c(/C=N/NC(=S)Nc2ccccc2)c(=O)[nH]c1=S	4.3%	-3%	-2%	?	i	-13%	.	11%	0%

Part of the list above with just IL1B secr inh, HepG2 tox and ATXN2 expr inh.
SMILES | IL1B secr inh | HepG2 tox | ATXN2 expr inh
O=c1c2ccccc2nc(-c2ccccc2Cl)n1-c1cccc(O)c1 | -19 | 2% | 9%
COc1ccc(C)cc1NC(=O)Cn1c(=O)oc2cc(S(=O)(=O)N3CCCCC3)ccc21 | . | -34% | -11%
CC[C@H]1CN(C)C[C@@]2(C(=O)OC)Cc3c([nH]c4ccccc34)C(=O)C[C@@H]12 | 5 | 7% | 10%
COc1ccc(NS(=O)(=O)c2ccc3c(c2)CCCN3C(=O)C2CCC2)cc1OC | . | -23% | ?
COc1ccc(CNC(C)Cc2cccs2)cc1 (centres undefined) | -15 | 5% | -8%

Next part:
SMILES	Nrf2 activator	MCF10A rerep	TGFb SMAD3 inh	IL1B secr inh	S2 tox	Nrf2 block	ATXN2 expr inh	A549 tox	HepG2 tox
CCOC(=O)c1c(C)n(Cc2ccc(F)cc2)c2ccc(O)cc12	5.4%	6%	?	3	?	-10%	.	6%	-33%
Cc1ccc(NC(=O)COc2ccc(-c3nn(C)c(=O)c4ccccc34)cc2)cc1	-0.4%	.	?	.	i	?	-12%	-6%	-12%
Cc1cccc(-c2nc3ccc(C(=O)N4CCC5(CC4)OCCO5)cc3nc2-c2cccc(C)c2)c1	0.0%	?	?	-77*	i	?	-10%	?	2%
CCCS(=O)(=O)N1CCC(C(=O)N2CCC3(CC2)OCCO3)CC1	0.2%	-4%	-1%	1	i	8%	-1%	-1%	-6%
Cc1ccc(N)cc1N	0.4%	1%	8%	-23	i	18%	5%	-2%	-23%
O=C(O)c1nonc1-c1nonc1C(=O)O	-0.3%	1%	-3%	7	i	7%	1%	-4%	-3%
Cn1cccc1CNCCc1ccccc1F	-1.0%	1%	11%	-1	i	25%	-4%	7%[1.84 µM]	-8%
Cc1cc(N2CCOCC2)nc2ccc(NC(=O)CCC(=O)N3CCC4(CC3)OCCO4)cc12	0.7%	-8%	-20%	3	i	?	27%	17%	-10%
CC(=NCc1ccc2c(c1)OCO2)c1c(O)n(-c2ccc(C)cc2)c(=O)[nH]c1=O	-0.5%	0%	-4%	-3	i	-16%	4%	-4%	2%
O=c1c2ccccc2nc(-c2ccoc2)n1-c1ccccc1Cl	0.4%	4%	-5%	-17	?	-8%	-29%	-14%	-18%
Cc1cc(-c2ccccc2)cc(C)[n+]1Cc1ccccc1	-0.9%	-14%	?	-2	i	?	-21%	-2%	-3%
CNC(=O)N(C)c1ccc(C(O)(C(=O)OC)C(F)(F)F)cc1 (centres undefined)	-0.8%	-6%	2%	25	?	13%	.	1%	2%
O=C(c1cccc(C(F)(F)F)c1)N1C[C@H]2C[C@@H](C1)c1cccc(=O)n1C2	-1.3%	5%	2%	7	i	-8%	4%	2%	-4%
C[C@@H]1O[C@@H](O[C@H]2C[C@@H](O)[C@]3(CO)[C@@H]4C(CC[C@]3(O)C2)[C@@]2(O)CC[C@H](C3COC(=O)C3)[C@@]2(C)C[C@H]4O)[C@H](O)[C@H](O)[C@H]1O (some centres undefined)	-2.0%	-44%[inhibitor]	?	-65*	?	0.21µM*	1.6µM*	?	-55%
CCC(C(=O)c1ccccc1)P(=O)(NN)c1ccccc1 (centres undefined)	0.8%	0%	-6%	15	i	-7%	-2%	1%	-31%
Cc1cc(/C=C2\C(=O)NC(=O)N(C)C2=O)c(C)n1-c1ccc2c(c1)OCO2	0.1%	?	3%	0	i	-13%	-12%	7%	-21%
O=P(CCl)(Nc1ccccc1)C(Cl)(Cl)Cl (centres undefined)	-0.3%	?	-14%	32	i	-12%	10%	-9%	-16%
COc1nc2ccccc2nc1N1CCN(C)CC1	-0.6%	0%	-2%	-25	i	11%	5%	7%	4%
CC(C)OP(=O)(Oc1ccc(C(O)C(Cl)(Cl)Cl)cc1)OC(C)C (centres undefined)	0.1%	-6%	-19%	8	i	?	-20%	4%	-40%
COc1ccc(-c2cc(=Nc3cccc(C(=O)O)c3)c3cc(C)ccc3o2)cc1	2.6%	5%	10%	0	i	?	.	-6%	0%

The list goes on, overlapping the part above by six compounds.
SMILES	Nrf2 activator	MCF10A rerep	TGFb SMAD3 inh	IL1B secr inh	S2 tox	Nrf2 block	ATXN2 expr inh	A549 tox	HepG2 tox
CCC(C(=O)c1ccccc1)P(=O)(NN)c1ccccc1 (centres undefined)	0.8%	0%	-6%	15	i	-7%	-2%	1%	-31%
Cc1cc(/C=C2\C(=O)NC(=O)N(C)C2=O)c(C)n1-c1ccc2c(c1)OCO2	0.1%	?	3%	0	i	-13%	-12%	7%	-21%
O=P(CCl)(Nc1ccccc1)C(Cl)(Cl)Cl (centres undefined)	-0.3%	?	-14%	32	i	-12%	10%	-9%	-16%
COc1nc2ccccc2nc1N1CCN(C)CC1	-0.6%	0%	-2%	-25	i	11%	5%	7%	4%
CC(C)OP(=O)(Oc1ccc(C(O)C(Cl)(Cl)Cl)cc1)OC(C)C (centres undefined)	0.1%	-6%	-19%	8	i	?	-20%	4%	-40%
COc1ccc(-c2cc(=Nc3cccc(C(=O)O)c3)c3cc(C)ccc3o2)cc1	2.6%	5%	10%	0	i	?	.	-6%	0%
COC(=O)C1=C(c2cccc(C#N)c2)C[C@@H]2CC[C@H]1N2C(=O)NCCOc1ccccc1Cl	0.3%	0%	-1%	-4	i	-2%	3%	-5%	-8%
CCOc1cc2c(cc1OCC)-n1cccc1C(c1cccc(F)c1F)NC2 (centres undefined)	0.1%	?	0%	-17	i	-10%	-1%	-2%	-8%
COC(=O)C1=CO[C@@H](C)[C@@H]2CN(CCc3c[nH]c4ccccc34)CC[C@H]12	-0.7%	5%	-18%	-10	i	3%	1%	9%	-25%
COc1cccc(NC(=O)C2CCN(S(=O)(=O)c3cc(-c4noc(C)n4)ccc3C)CC2)c1	3.7%	.	?	.	i	.	-26%	-7%	-23%
CCC(=NCCCn1ccnc1)c1c(O)n(-c2ccc(OC)cc2)c(=O)[nH]c1=O	-0.6%	-3%	4%	-13	i	-2%	-11%	0%	-46%
CC(NCC#Cc1ccccc1)C(O)c1ccccc1 (centres undefined)	3.4%	4%	-24%	21	?	?	-3%	10%	4%
CCN1C(=O)/C(=C/c2ccc(N(CC)CC)cc2OC)C(=O)NC1=S	0.1%	?	20%	-55*	i	-2%	?	0%	3%
COC(=O)C1=C(c2ccc3ccccc3c2)C[C@@H]2CC[C@H]1N2C	0.3%	11%	4%	-20	i	14%	-2%	-1%	-1%
CCCN1CC(C)C(OC(C)=O)(c2ccccc2)CC1C (centres undefined)	-0.2%	1%	14%	9	i	-20%	-6%	-16%	12%
CCCC(=O)c1c(O)[nH]c(=O)[nH]c1=O	-0.3%	-8%	23%	0	i	.	2%	7%	-3%
COc1ccccc1-n1c(O)c(C=NC2CC2)c(=O)[nH]c1=O	0.1%	1%	-12%	19	.	-8%	.	-8%	2%
Cn1c(O)c(C=NCCc2c[nH]c3ccccc23)c(=O)n(C)c1=O	3.3%	-3%	9%	18	i	-23%	2%	-3%	-10%
CC(=Nc1ccc2c(c1)CCC2)c1c(O)n(C)c(=O)n(C)c1=O	0.1%	-2%	12%	19	i	9%	2%	0%	9%
CCOC(=O)c1ccccc1N	-0.1%	?	2%	-3	i	1%	8%	-2%	-1%
COC(=O)C1=C(c2ccc(Cl)c(C(F)(F)F)c2)C[C@@H]2CC[C@H]1N2C(=O)NCCO	0.0%	5%	-6%	-5	i	4%	3%	-7%	-6%

Screening data deposited in PubChem BioAssay by National Center for Advancing Translational Sciences (NCATS).
